ERG-DNA inh: blocks human ERG Ets domain binding to DNA; P11308; fluorescence polarization, His-ERG Ets domain / labelled DNA; Potency, µM (titrated, usually from 76.9 µM), for inactives: at the top dose FP activity, negative = inhibition, most hits filed as inhibitors; 0.028% of 370,000 active; active = well fitted inhibition curve with a large enough effect in the polarisation, with a control signal flat; inconclusive = small, poorly fitted or top-dose-only effect, or effect the other way, or a change in a side signal; inactive = no such curve, though single readings can be large or run the other way; the % refers to the polarisation;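 also: polarization taken with two DNA probes labelled with fluorescein and Texas red; potency is read from the fitted curve at half-maximal effect; % of control where 0% means no effect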
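His-tagged ERG Ets domain (1 uM in the protein solution; 300mM KCl, 50mM Tris-HCl, 1mM EDTA, 1mM DTT, pH 7.5) received compound, then a probe mix of 5 nM fluorescein-DNA and 100nM Texas-615-DNA. Fluorescence polarization was read for both dyes.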
D2 agonist: activates the human D2 dopamine receptor; activation, % at 2 µM; 0.53% of 340,000 active; HEK293 T-REx D2 cells, calcium flux agonist mode;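 active = activation over 3 SD above normal in the single-dose calcium agonist read, cut at about 30% in these data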; also: 0% is about no effect
Target sequence (P14416 whole entry, looked up): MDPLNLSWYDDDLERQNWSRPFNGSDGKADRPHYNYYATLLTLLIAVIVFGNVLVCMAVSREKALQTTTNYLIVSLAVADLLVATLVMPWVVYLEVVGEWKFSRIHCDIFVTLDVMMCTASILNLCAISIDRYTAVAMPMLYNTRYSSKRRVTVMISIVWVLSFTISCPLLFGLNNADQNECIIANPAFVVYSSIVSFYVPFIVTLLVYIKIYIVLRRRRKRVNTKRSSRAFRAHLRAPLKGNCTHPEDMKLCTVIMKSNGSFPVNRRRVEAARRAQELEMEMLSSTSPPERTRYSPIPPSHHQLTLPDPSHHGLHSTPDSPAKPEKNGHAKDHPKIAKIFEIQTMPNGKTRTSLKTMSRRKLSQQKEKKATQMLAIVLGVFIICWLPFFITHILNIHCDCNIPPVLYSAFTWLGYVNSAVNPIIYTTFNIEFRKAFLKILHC
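Tetracycline-induced HEK293 Trex cells with D2 receptor force-coupled to calcium signaling, plated overnight at 30 C and loaded with no-wash calcium dye. Calcium flux read kinetically for 180 s after compound addition; responses flag agonists.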
D2 antag: antagonizes the human D2 dopamine receptor. HEK293 TREx D2 cells, calcium flux, dopamine EC80. inhibition, % at 10 µM. 2% of 340,000 active. AID 485344; in the data active = inhibition above about 30%; also: 0% is about no effect
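Compounds are added to dye-loaded, induced HEK293 T-REx cells coupled to calcium release via D2; after a 3 min kinetic read an EC80 dopamine stimulus is given and fluorescence is recorded for 3 more min.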
Glioma ERSR ind: induces the endoplasmic reticulum stress response in human glioma cells; U87-MG GRP78 promoter luciferase reporter, 16 h; Potency, µM, for the others: at the highest dose activation, actives largely listed as activators; 0.02% of 420,000 active; AID 602332; also: potency is read from the fitted curve at half-maximal effect; series mostly up to about 76 µM; % of control where 0% means no effect; nearly all actives have a fitted effect of over 35% in size
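ERSR induction read as luciferase luminescence (Bright-Glo, 10 min at room temperature) in stably transfected human U87-MG glioma cells exposed to compounds for 16 h, using GRP78 as sensor.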
RGS4 inhibitor: blocks human RGS4-accelerated GTP hydrolysis | Transcreener GDP fluorescence polarization, RGS4-accelerated GTP hydrolysis | Potency, µM (top dose mostly 114 µM), for inactives: at the highest dose activity change, negative = inhibition, actives largely listed as inhibitors | 0.039% of 390,000 active; also: potency is read from the fitted curve at half-maximal effect; % is scaled to controls: 0 for no effect and ±100 for the full control effect; nearly all actives have a fitted effect of over 75% in size; some results filed as inactive show a strong effect at the top dose
Target sequence (P49798 whole entry, looked up): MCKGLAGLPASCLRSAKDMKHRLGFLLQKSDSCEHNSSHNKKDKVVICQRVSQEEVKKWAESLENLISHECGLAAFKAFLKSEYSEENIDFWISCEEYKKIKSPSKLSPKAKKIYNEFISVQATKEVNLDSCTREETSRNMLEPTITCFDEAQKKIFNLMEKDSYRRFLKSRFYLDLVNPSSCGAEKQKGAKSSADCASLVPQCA
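MLSMR compounds (23 nl, pin-transferred) preincubated 10 min at room temperature with a 500nM (2x) first reagent, then RGS4 at 900nM (2x) plus Transcreener GDP mix added; fluorescence polarization (620/688 nm) read before and after 90 min at 30 °C.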
LDHA inh: inhibitors of human lactate dehydrogenase A; P00338; purified LDHA, NADH/diaphorase-resazurin fluorescence; hits give low values; activity change, % (values are at about 110 or 230 µM); 0.15% of 480,000 active; AID 1347041; in the data active = activity change below about -30%; inconclusive = mostly about -25% to -30%;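 also: plate controls were DMSO wells for no effect and wells without enzyme for full effect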
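Resorufin fluorescence (ex540/em590), read at 0 and 20 min after diaphorase/resazurin addition, reports the NADH left after a 5 min room-temperature reaction of 2 nM human LDH5 with 0.06 mM NADH and 0.2 mM pyruvate.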
ALOX12 inh: blocks human arachidonate 12S-lipoxygenase. 1.1% of 580,000 active. P18054. purified 12hLO, xylenol orange hydroperoxide absorbance. Potency, µM (series often up to 108 µM), inactives show at the top dose activity change, negative = inhibition, actives largely listed as inhibitors; also: potency is read from the fitted curve at half-maximal effect; % is scaled to controls: 0 for no effect and ±100 for the full control effect
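Hydroperoxide product was detected by ferrous iron/xylenol orange as the 573 to 405 nm absorbance ratio. Arachidonic acid at 40 uM (final) was turned over for 30 min at room temperature by 150 nM human 12hLO, pH 7.0 Hepes buffer, after 15 min compound preincubation.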
Vif-A3G inh: blocks the Vif interaction with human APOBEC3G. Q9HC16. HeLa A3G-eYFP + Vif (tagged APOBEC3G with the HIV-1 protein that degrades it), YFP fluorescence, overnight. 0.076% of 410,000 active. Potency, µM (highest dose often 46.1 µM), for inactives: at the highest dose activity, negative = active, most hits filed as inhibitors;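 also: potency is read from the fitted curve at half-maximal effect; % is scaled to controls: 0 for no effect and ±100 for the full control effect; nearly all actives have a fitted effect of over 60% in size; hits raise eYFP signal because A3G escapes Vif-driven loss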
Target sequence (Q9HC16 whole entry, looked up): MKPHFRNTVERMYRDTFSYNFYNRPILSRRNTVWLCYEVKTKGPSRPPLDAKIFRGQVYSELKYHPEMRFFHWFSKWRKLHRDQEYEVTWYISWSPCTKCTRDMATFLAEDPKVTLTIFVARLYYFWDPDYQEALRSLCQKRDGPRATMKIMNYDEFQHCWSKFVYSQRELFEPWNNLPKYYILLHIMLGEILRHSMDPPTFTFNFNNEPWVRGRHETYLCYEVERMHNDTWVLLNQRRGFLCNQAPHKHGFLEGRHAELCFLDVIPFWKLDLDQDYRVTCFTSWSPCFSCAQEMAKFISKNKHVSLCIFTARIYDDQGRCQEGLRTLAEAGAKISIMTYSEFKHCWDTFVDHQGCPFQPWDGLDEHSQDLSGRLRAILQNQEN
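HeLa cells stably expressing Vif and C-terminally eYFP-tagged A3G, seeded overnight at 37 deg C, then exposed to compound by pintool overnight at 37 deg C. Rise in yellow fluorescence (Ex 488/Em 500-530, Acumen) marks blocked Vif-driven A3G degradation.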
Vif-A3F inh: Vif-A3F binding inhibition | HeLa A3F-eYFP + Vif (tagged APOBEC3F with the HIV-1 protein that degrades it), YFP fluorescence increase | Potency, µM (series often up to 46.1 µM), inactives show at the highest dose activity, negative = active | 0.2% of 390,000 active | AID 602313; also: potency is read from the fitted curve at half-maximal effect; % of control where 0% means no effect; nearly all actives have a fitted effect of over 65% in size
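HeLa cells stably expressing Vif plus C-terminally eYFP-tagged A3F were seeded, incubated overnight at 37 deg C, dosed with compound, incubated overnight again at 37 deg C. Yellow fluorescence (Ex 488/Em 500-530) reported blocked Vif-mediated A3F-eYFP degradation.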
The depositor's hits bear a star; i = inactive; u = inconclusive; x = not tested or not shown; & = joins results of further samples; [ ] = remark or other dose. Unless noted, calls follow the shape of the dose curve; as a rule, active = well fitted curve in the direction sought with a large enough effect; inconclusive = small, poorly fitted or top-dose-only effect, or another doubt; inactive = no such curve, though single readings can be large; an effect the other way counts as inactive or inconclusive. A portion of the library. The share of hits here may be higher or lower than overall.

entry	SMILES	ERG-DNA inh	D2 agonist	D2 antag	Glioma ERSR ind	RGS4 inhibitor
1	O=C(NC1CCCCCCC1)c1ccco1	-11%	0.7	-11	2%	-1%
2	c1ccc2c(c1)c1ccccc1n2CN1CCOCC1	-2%	0.2	-7	2%	11%
3	Cc1ccc(Cl)cc1N(C)C(=O)Cn1ncc2c([nH]c3ccccc32)c1=O	-6%	-0.8	-10	0%	0%[56.9 µM]
4	Cc1cccc(C(=O)Nc2ccc3c(c2)nc(C)n3C)c1	1%	0.5	3	-13%	-5%
5	Cc1ccc(NC(=O)C2(C)CCN2C(=O)Cc2cc(F)ccc2F)cc1 (centres undefined)	x	x	x	-4%	x
6	CC(CCc1ccccc1)NC(=O)c1ccc(NC(=O)c2ccc(Cl)cc2Cl)cc1 (centres undefined)	1%	-0.1	-2	-6%	-1%
7	O=C(c1ccc(Br)cc1)N1CCCc2ccccc21	4%	0.5	25	-2%	-50%
8	CC1CCC(NC(=O)CCS(=O)(=O)c2ccc3c(c2)CC(C)N3C(=O)C2CC2)CC1 (centres undefined)	7%	-0.7	2	2%	-40%[56.9 µM]
9	COC(=O)CSc1nccc(-c2cccs2)n1	18%	-0.6	0	-1%	-3%
10	CCOc1ccc2ccccc2c1C(=O)N[C@@H]1C(=O)N2[C@@H]1SC(C)(C)[C@@H]2C(=O)O	-11%&0%	-0.8&-2.3	5&11	0%&0%&0%	10%&8%
11	Cc1ccc(OCC(=O)NCc2ccc3c(c2)OCO3)c([N+](=O)[O-])n1	1%	-2.8	6	-2%	u
12	Cc1[nH]c(C)c(S(=O)(=O)Nc2ccccc2Cl)c1C(=O)N1CCCC1	1%	0.8	-6	-2%	-10%[56.9 µM]

entry	LDHA inh	ALOX12 inh	Vif-A3G inh	Vif-A3F inh
1	0	24%	1%	-5%
2	-2	u	-1%	-2%
3	-9	1%	-5%	5%
4	-2	3%	-4%	-8%
5	-11	-29%	4%	x
6	-7	-7%	1%	-2%
7	2	2%	-3%	14%
8	-1	1%	2%	6%
9	-2	0%	1%	-1%
10	-12&-5	-15%&-10%	-3%&-1%	4%&4%
11	2	i	1%	-1%
12	-8	-1%	3%	-1%

The results go on.
entry	SMILES	ERG-DNA inh	D2 agonist	D2 antag	Glioma ERSR ind	RGS4 inhibitor
13	COc1ccc(S(=O)(=O)N2CCCCCC2)cc1C(=O)N(C)CC(=O)Nc1ccc(F)cc1	5%	0.4	29	-1%	-22%
14	O=C(N/N=C/c1ccccc1)c1cc(-c2ccc3c(c2)OCO3)n[nH]1	8%	-0.6	14	-2%	-25%
15	CCOc1ccc(C(=O)NC(=S)Nc2ccccc2N2CCOCC2)cc1Br	11%	3.4	-7	-6%	7%
16	Cc1ccc(C2=NOC(C)(c3nnc(-c4ccccc4)o3)C2)cc1 (centres undefined)	2%	x	x	0%	22%
17	COc1ccc(N2C(=O)C3C(C2=O)C3(c2ccccc2)c2ccccc2)cc1 (centres undefined)	-2%	-0.2	6	-1%	9%
18	Clc1ccc(-n2ncc3c(N4CCCCCC4)ncnc32)cc1	5%	0.1	-16	-10%	2%
19	COc1ccc(NCc2n[nH]nc2-c2ccccc2)cc1Cl	7%	-0.5	-18	-2%	-50%
20	CCN(Cc1ccccc1)C(=O)c1[nH]c2ccc(OC)cc2c1C	-2%	-0.8	-5	0%	23%[56.9 µM]
21	CCOc1ccccc1CNC(=O)CNC(=O)c1cccs1	0%	0.3	-3	-6%	-33%
22	O=C(CSC1=Nc2ccccc2C2=NC(CC(=O)N3CCN(c4ccccc4)CC3)C(=O)N12)NCC1CCCO1 (centres undefined)	4%	0.6	18	0%	-11%[11.4 µM]
23	CSc1nc2n(n1)C(c1cccs1)C1=C(CCCC1=O)N2 (centres undefined)	3%	0.5	0	1%	2%
24	CNC(=O)CSc1nc(N)c2c3c(sc2n1)CCC3	-3%	0.0	7	1%	-8%

entry	LDHA inh	ALOX12 inh	Vif-A3G inh	Vif-A3F inh
13	-6	16%	2%	5%
14	-6	-7%	-15%	1%
15	-2	25µM*	3%	-4%
16	6	-7%	3%	6%
17	-3	u	-6%	4%
18	-3	1%	2%	-3%
19	9	-21%	-18%	x
20	-5	7%	-7%	-5%
21	-1	x	-3%	-5%
22	0	-2%	-9%	-11%
23	-5	-7%	0%	-18%
24	4	25%	2%	1%

Sorted by the number under D2 antag (smallest number first): three of the compounds above
| item | Molecule | ERG-DNA inh | D2 antag | Glioma ERSR ind | RGS4 inhibitor | LDHA inh | ALOX12 inh |
| --- | --- | --- | --- | --- | --- | --- | --- |
| 18 | Clc1ccc(-n2ncc3c(N4CCCCCC4)ncnc32)cc1 | 5% | -16 | -10% | 2% | -3 | 1% |
| 15 | CCOc1ccc(C(=O)NC(=S)Nc2ccccc2N2CCOCC2)cc1Br | 11% | -7 | -6% | 7% | -2 | 25µM* |
| 24 | CNC(=O)CSc1nc(N)c2c3c(sc2n1)CCC3 | -3% | 7 | 1% | -8% | 4 | 25% |

Next part:
entry	SMILES	ERG-DNA inh	D2 agonist	D2 antag	Glioma ERSR ind	RGS4 inhibitor
25	COc1ccc(OC)c(-c2noc(CSc3nnc(-c4ccccc4)n3-c3ccccc3)n2)c1	3%	-0.7	x	-2%	17%
26	CCC(=O)OC1CC(C)N(C(=O)c2ccccc2)c2ccc(C)cc21 (centres undefined)	4%	-0.8	2	-6%	8%
27	Cc1[nH]c2ccccc2c1C(=O)COC(=O)C1CCC(=O)N1 (centres undefined)	-1%	0.3	-12	-4%	15%
28	CC(=O)Nc1ccc(-n2nnnc2SCC(=O)Nc2cccc(NC(=O)c3ccco3)c2)cc1	-9%	0.5	-6	-4%	u
29	O=C1CC(c2cccc(F)c2)c2c(c3ccccc3[nH]c2=O)O1 (centres undefined)	-5%	-0.6	-16	-1%	0%
30	O=C(C1CC(c2ccc(F)cc2)=NO1)N1CCCCC1 (centres undefined)	-2%	0.5	-3	0%	-17%
31	Cc1nc2c(C(=O)Nc3ccc(N4CCCC(O)C4)cc3)snc2c(=O)[nH]1 (centres undefined)	-8%	3.2	0	-4%	-18%
32	CC(C)c1ccc(N2C(=O)CSC23C(=O)N(C)c2ccccc23)cc1 (centres undefined)	10%	-0.7	x	0%	6%
33	Cc1cccc(NC(=S)N2CCC(C(N)=O)(N3CCCCC3)CC2)c1C	-4%	1.3	-12	-2%	-11%
34	Cc1cc(C)c(C#N)c(SCc2ccc(C(=O)O)cc2)n1	10%	x	x	0%	-14%[56.9 µM]
35	CC(=O)Nc1ccc(C(=O)OCC(=O)c2cccc([N+](=O)[O-])c2)cc1	1%	0.0	17	-4%	-12%
36	CCOc1cc(C2NC(=O)N(C)C(C)=C2C(=O)OC)cc(Br)c1O (centres undefined)	-2%	1.1	0	-6%	-10%

entry	LDHA inh	ALOX12 inh	Vif-A3G inh	Vif-A3F inh
25	-10	-13%	0%	0%
26	0	-22%	2%	2%
27	-4	-7%	1%	0%
28	-3	-2%	-2%	-15%
29	-1	-59%	0%	14%
30	4	8%	2%	0%
31	1	-8%	-3%	1%
32	-8	-20%	-6%	-2%
33	-4	-9%	0%	-2%
34	-7	13%	-4%	12%
35	-3	u	-2%	-6%
36	-1&-10	u	-4%	-7%

Single records, from the list above.
`CC(=O)Nc1ccc(C(=O)OCC(=O)c2cccc([N+](=O)[O-])c2)cc1` across the screens: ERG-DNA inh: 1%; D2 agonist: 0.0; D2 antag: 17; Glioma ERSR ind: -4%; RGS4 inhibitor: -12%; LDHA inh: -3; ALOX12 inh: u; Vif-A3G inh: -2%; Vif-A3F inh: -6%
`CCC(=O)OC1CC(C)N(C(=O)c2ccccc2)c2ccc(C)cc21` (centres undefined) across the screens: ERG-DNA inh: 4%; D2 agonist: -0.8; D2 antag: 2; Glioma ERSR ind: -6%; RGS4 inhibitor: 8%; LDHA inh: 0; ALOX12 inh: -22%; Vif-A3G inh: 2%; Vif-A3F inh: 2%
`O=C(C1CC(c2ccc(F)cc2)=NO1)N1CCCCC1` (centres undefined) across the screens: ERG-DNA inh: -2%; D2 agonist: 0.5; D2 antag: -3; Glioma ERSR ind: 0%; RGS4 inhibitor: -17%; LDHA inh: 4; ALOX12 inh: 8%; Vif-A3G inh: 2%; Vif-A3F inh: 0%

(further entries)
entry	SMILES	ERG-DNA inh	D2 agonist	D2 antag	Glioma ERSR ind	RGS4 inhibitor
37	COCCCN(CC(=O)Nc1ccc(N2CCOCC2)cc1)S(=O)(=O)c1ccc(Cl)cc1	4%	1.0	1	-9%	-22%
38	O=C(NCC1COc2ccccc2O1)c1ccco1 (centres undefined)	-6%	0.0	-10	5%	-18%
39	Cc1ccc(C(=O)CC(C(=O)O)P(=O)(c2ccccc2)c2ccccc2)cc1 (centres undefined)	13%	1.7	-10	-1%	-16%
40	CCN(CC)CC(C)(C)NS(=O)(=O)c1ccc(Cl)cc1	x	-0.3	2	-3%	25%
41	COc1cccc(C(c2sc3nc(-c4ccco4)nn3c2O)N2CCCC2)c1 (centres undefined)	0%	0.3	x	0%	8%
42	N#Cc1ccc(CSc2nnc(-c3cnccn3)o2)cc1	11%	-0.3	-14	-6%	-5%
43	O=C(CN1CCSC1=NCc1ccccc1)c1ccc(Cl)c(Cl)c1	-8%	0.0	-31	0%	-13%

entry	LDHA inh	ALOX12 inh	Vif-A3G inh	Vif-A3F inh
37	6	-25%	-7%	-2%
38	-1&-6	0%&-12%	0%	-10%
39	-3	5%	3%	7%
40	7&-10	u	0%	-11%
41	-3	-29%	-5%	-8%
42	-5	0%	1%	-9%
43	2	u	-1%	-3%
